PglD DTNB – PglD (C. jejuni) enzyme inhibition; purified PglD enzyme, DTNB colorimetric CoA detection; inhibition, % at 12.5 µM; actives 0.098% (n = 360,000); AID 602405; in the data active = inhibition above about 16%, passing the limit was not always enough; inconclusive = no clear call, values can overlap the other calls; note: strong numbers were not always called active
CASP6 VEID inh – inhibitors of human caspase-6 | actives 0.53% (n = 350,000) | purified caspase-6, Z-VEID-R110 cleavage fluorescence | inhibition, % at 12.5 µM | AID 686996 | P55212;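 active = mean inhibition across replicates at least about 35%, with every replicate also reaching that limit, limit read from the data; inconclusive = only one of the two criteria met; inactive = neither criterion met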;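 note: 0% = median of neutral control wells and 100% = no fluorescence left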
RAD54 branch – inhibitors of human RAD54 branch migration; Q92698; RAD54 Holliday junction branch migration, FAM/BHQ fluorescence; inhibition, % at 10.4 µM; actives 0.14% (n = 360,000); AID 602329;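 active = mean normalized replicate activity at least 40 and at least half of replicates scoring 40 or more; inconclusive = only one of the two criteria met; inactive = mean below 40 and under half of replicates reaching 40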;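 note: 0% = median of neutral control wells and 100% = median of positive control wells; inhibitors cause a drop in the FAM fluorescence signal; in these data hits start at about 50%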
RAD52 anneal inh – blocks human RAD52 DNA annealing; P43351; recombinant RAD52 DNA annealing, FRET fluorescence; inhibition, % at 18.7 µM; actives 0.46% (n = 360,000); AID 651710;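 active = every replicate showing at least 50% inhibition; inconclusive = mean inhibition at least 50% but not in every replicate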
ERp5 block – inhibitors of human ERp5. Q15084. ERp5 insulin aggregation, absorbance 650 nm, 90 min. inhibition, % at 9.99 µM. actives 0.05% (n = 350,000);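 active = mean replicate inhibition above about 25%, with every replicate also reaching it, limit read from the data, passing the limit was not always enough; inconclusive = only one of those two criteria met; inactive = neither criterion met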
Target sequence (Q15084 whole entry, looked up): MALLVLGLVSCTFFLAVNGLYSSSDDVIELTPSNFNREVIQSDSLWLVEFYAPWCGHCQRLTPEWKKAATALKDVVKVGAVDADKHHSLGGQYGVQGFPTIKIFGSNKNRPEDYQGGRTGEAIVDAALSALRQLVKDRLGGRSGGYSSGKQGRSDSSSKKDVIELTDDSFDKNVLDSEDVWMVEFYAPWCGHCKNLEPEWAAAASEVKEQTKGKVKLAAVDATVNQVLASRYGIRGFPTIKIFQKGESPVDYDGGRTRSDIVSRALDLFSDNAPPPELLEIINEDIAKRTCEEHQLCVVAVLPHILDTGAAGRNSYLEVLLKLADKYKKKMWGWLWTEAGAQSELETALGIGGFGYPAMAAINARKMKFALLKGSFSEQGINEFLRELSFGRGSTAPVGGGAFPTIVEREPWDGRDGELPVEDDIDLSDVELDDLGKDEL
ARNT-TACC3 inh – ARNT/TACC3 interaction disruption. inhibition, % at 9.99 µM. AlphaScreen His-ARNT PAS-B/GST-TACC3 binding, luminescence; TACC3 fragment carries E629A point mutation. AID 623870. actives 0.66% (n = 390,000). Q9Y6A5;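 active = mean inhibition of replicates at least 50% and at least half of replicates each reaching 50%; inconclusive = half or more replicates reach 50% but mean below 50%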;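 note: 0% = complete ARNT plus TACC3 wells and 100% = ARNT alone without TACC3; many hits fall short of the cut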
E-sel inducer – induces E-selectin expression in human endothelial cells | AID 686992 | actives 0.37% (n = 260,000) | HUVEC E-selectin immunofluorescence imaging; normalized: neutral wells 0, TNF-alpha wells 100 | activation, % at 7.58 µM | P16581;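 active = mean E-selectin-positive cell signal at least 10% of the positive control, reached in at least 60% of replicates, without over 20% cell loss; inconclusive = no rule given, readout overlaps actives, possibly toxicity-flagged; inactive = the rest, including those meeting only one limit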;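 note: in these data hits start at about 27%; measured in HUVEC primary endothelial cells; signal is the percent of cells scored E-selectin positive by PE staining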
Target sequence (P16581 whole entry, looked up): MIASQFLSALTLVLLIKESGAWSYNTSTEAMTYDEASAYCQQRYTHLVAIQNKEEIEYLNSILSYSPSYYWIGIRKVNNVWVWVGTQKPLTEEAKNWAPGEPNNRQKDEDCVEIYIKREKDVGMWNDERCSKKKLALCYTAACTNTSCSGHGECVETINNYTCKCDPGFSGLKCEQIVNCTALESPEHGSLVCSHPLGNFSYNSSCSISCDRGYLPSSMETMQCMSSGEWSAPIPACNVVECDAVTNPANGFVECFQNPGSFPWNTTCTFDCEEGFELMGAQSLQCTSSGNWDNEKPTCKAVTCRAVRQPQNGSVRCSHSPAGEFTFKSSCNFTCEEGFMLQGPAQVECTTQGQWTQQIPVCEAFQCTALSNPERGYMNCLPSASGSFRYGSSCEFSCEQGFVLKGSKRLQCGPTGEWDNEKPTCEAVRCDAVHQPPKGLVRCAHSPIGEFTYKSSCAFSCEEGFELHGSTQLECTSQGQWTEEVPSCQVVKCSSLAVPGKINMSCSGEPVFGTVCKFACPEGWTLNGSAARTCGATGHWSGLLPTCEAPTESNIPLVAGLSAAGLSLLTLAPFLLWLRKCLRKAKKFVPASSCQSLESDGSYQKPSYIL
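assay system = HUVEC, human umbilical vein endothelial cells | input = 3,000 HUVEC seeded per well | medium = EGM-2 growth medium on 0.1% gelatin-coated wells | dosing = one compound dose added by pin transfer | signal = immunofluorescence imaging | read-out basis = % PE-positive cells | control set = TNF-alpha, DMSO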
esBAF inh – inhibitors of esBAF chromatin remodeling in mouse ES cells | actives 2% (n = 350,000) | Bmi1-luciferase knock-in reporter, 24 h; 100% = twice the neutral-well signal | reporter increase, % at 12.5 µM | AID 602393; in the data active = activation above about 40%; inconclusive = no clear call, values can overlap the other calls;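 note: 0% = median of the plate's neutral control wells and 100% = double that signal; a rise in the Bmi1 reporter signal indicates esBAF inhibition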
* = called active by the depositor; ? = inconclusive; / = no result given.

Field names – A = PglD DTNB; B = CASP6 VEID inh; C = RAD54 branch; D = RAD52 anneal inh; E = ERp5 block; F = ARNT-TACC3 inh; G = E-sel inducer; H = esBAF inh
1) COc1cc(C=NNC(=O)Cn2nc(C)cc2C)ccc1OC(=O)C1CC1
  A: 1	B: -1	C: -18	D: -11	E: -7	F: -1	G: 0.0	H: -5

2) CCCCCc1c(O)nc(SCCN(C)C)[nH]c1=O
  A: 1	B: -3	C: 11	D: -13	E: -2	F: -20	G: -0.1	H: /

3) CCC(C)(C)C(=O)Nc1ncc(S(=O)(=O)c2ccc([N+](=O)[O-])cc2)s1
  A: -1	B: /	C: 5	D: /	E: /	F: 5	G: /	H: 5

4) CCN(CC(=O)Nc1cc(C)c(Cl)cc1OC)CC(=O)NC1CCS(=O)(=O)C1 (stereo not given)
  A: -1	B: 4	C: -1	D: -9	E: -12	F: -2	G: 0.3	H: -4

5) CCCc1cc(=O)oc2cc(C)cc(OCC(=O)Nc3cccnc3)c12
  A: 7	B: 4	C: -7	D: 0	E: 0	F: -3	G: /	H: -6

6) CCOC(=O)/C=C/COc1ccccc1[N+](=O)[O-]
  A: /	B: 2	C: /	D: 2	E: -6	F: -6	G: -3.0	H: /

7) O=C(NCC1CCCO1)c1onc(CSc2ccc(F)c(F)c2)c1C(=O)O (stereo not given)
  A: -1	B: 0	C: -8	D: -12	E: -3	F: -5	G: -0.1	H: 0

8) C[C@H](NC(=O)C[C@H]1C=C[C@H](NC(=O)C2CC2)[C@H](CO)O1)c1ccccc1
  A: 6	B: 5	C: -2	D: 4	E: 0	F: 7	G: -0.2	H: 1

9) C[C@H]1CN([C@@H](C)CO)C(=O)c2ccccc2-c2ccccc2CO[C@H]1CN(C)C(=O)CCC(F)(F)F
  A: -6	B: 0	C: -5	D: 0	E: -1	F: 4	G: 0.8	H: -2

10) O=C(Nc1ccc(NC(=O)C2CC2)nc1)c1cnccn1
  A: /	B: -2	C: /	D: -15	E: 1	F: 6	G: 3.0	H: 12

11) C[C@@H]1CCCCO[C@@H](CN(C)S(C)(=O)=O)[C@H](C)CN([C@H](C)CO)C(=O)c2cc(NC(=O)Cc3ccccc3)ccc2O1
  A: 1	B: 1	C: 4	D: -4	E: -7	F: 2	G: -0.3	H: 4

12) Cn1cnc(S(=O)(=O)N2CC[C@@H]3[C@@H](CO)Nc4ccc(-c5ccccc5)cc4[C@@H]32)c1
  A: 3	B: 0	C: -2	D: -11	E: 3	F: 1	G: -0.8	H: 8

13) Cc1cccc(OCC(O)CN2CCOCC2)c1 (stereo not given)
  A: -1	B: 10	C: 12	D: -7	E: -2	F: -6	G: /	H: 0

14) O=C(C1CC1)N1CCc2cc(S(=O)(=O)N3CCOCC3)ccc21
  A: -1	B: /	C: 2	D: /	E: /	F: 3	G: /	H: -3

15) C#CCN1C=CC(=O)[C@@H](OC(=O)Nc2ccc(Cl)cc2)[C@H]1c1ccccc1Br
  A: 2	B: -3	C: -17	D: -13	E: 4	F: 2	G: 0.8	H: -5

16) C=CCOc1ccccc1OCC(O)CNC(C)C (stereo not given)
  A: -8	B: -4	C: -7	D: -3	E: 0	F: -6	G: 0.1	H: -5

17) C=CCN1C(=O)c2ccc(C(=O)N(C)CC(=O)Nc3ccc(OCC)c(OCC)c3)cc2C1=O
  A: /	B: 3	C: /	D: -10	E: 7	F: -4	G: 0.2	H: /

18) Cc1ccsc1C(=O)NCc1ccc(F)cc1
  A: -1	B: -2	C: 5	D: -3	E: 7	F: -3	G: 0.6	H: -5

19) O=C(COC(=O)Cc1cccc(C(F)(F)F)c1)NCc1ccco1
  A: 1	B: 58*	C: 2	D: -24	E: -1	F: 31	G: 0.0	H: -11

20) COc1ccc(OC)c(S(=O)(=O)N2CCC(C(=O)Nc3cc(C)ccc3C)CC2)c1
  A: -2	B: /	C: 2	D: /	E: /	F: -3	G: /	H: -2

21) O=C(c1ccccc1F)N1CC[C@@H]2[C@H](CO)Nc3ccc(C#Cc4ccccc4)cc3[C@@H]21
  A: -3	B: 1	C: -9	D: 3	E: -6	F: -13	G: 0.7	H: 1

22) Cc1ccc(S(=O)(=O)Nc2cccc3c2O[C@H](CN(C)Cc2ccc(C(=O)O)cc2)[C@H](C)CN([C@H](C)CO)C3=O)cc1
  A: -3	B: 0	C: 4	D: -15	E: 7	F: -4	G: -0.1	H: -3

23) CC(C)(C)NC(=O)COC(=O)c1ccccc1Nc1ccc(SC(F)F)cc1
  A: 20*	B: /	C: -6	D: /	E: /	F: -7	G: 0.0	H: /

24) O=C(COC(=O)c1ccc(Cl)cc1[N+](=O)[O-])NNC(=O)c1cccs1
  A: 4	B: -3	C: -2	D: -6	E: -3	F: 8	G: -0.2	H: -1

25) CN(Cc1ccccc1)C(=O)c1cccc(NC(=O)Cc2ccc(NC(=O)C3CCCN(C(=O)c4ccccc4)C3)cc2)c1 (stereo not given)
  A: 0	B: 3	C: -3	D: -21	E: 0	F: -3	G: 0.6	H: -1

26) C/C(=N\NC(=S)NCC(C)(C)C)c1cc(F)cc(F)c1O
  A: -3	B: 2	C: 8	D: 0	E: 5	F: -6	G: 3.9	H: 9

27) COCC(=O)Nc1ccc2c(c1)[C@@H]1C[C@@H](CC(=O)N3CCCCC3)O[C@@H](CO)[C@@H]1O2
  A: -4	B: /	C: -21	D: /	E: /	F: -1	G: -0.2	H: 0

28) COc1cc(/C=C2\SC(=O)N(CC(=O)Nc3ccccc3F)C2=O)cc(Cl)c1O
  A: 2	B: 1	C: -1	D: 1	E: 3	F: -6	G: /	H: 5

29) O=C(/C=C/c1ccccc1)NC(=S)Nc1ccccc1C(=O)NC1CCCCC1
  A: -2	B: /	C: -7	D: /	E: /	F: -8	G: /	H: 2

30) Clc1cccc(CNc2ccn3nc(-c4cccs4)cc3n2)c1
  A: 0	B: 3	C: 1	D: -35	E: -3	F: /	G: 4.6	H: 59*

31) Cc1ccc(CSc2nnc(-c3ccco3)n2N)cc1
  A: -1	B: /	C: 7	D: /	E: /	F: -8	G: /	H: -3

32) CNC(=O)c1c(NC(=O)c2cccc(N3C(=O)CCC3=O)c2)sc2c1CCC2
  A: -4	B: -2	C: 9	D: -17	E: -2	F: 6	G: -0.2	H: 1

33) CC(C)(C)n1nc2c(c1NC(=O)c1ccc(F)c(F)c1)CS(=O)(=O)C2
  A: 0	B: -2	C: 1	D: -19	E: 0	F: 5	G: 0.1	H: -6

34) CCN(CC(=O)Nc1ccccc1C(F)(F)F)C(=O)Cc1ccccc1
  A: -5	B: -1	C: 3	D: -5	E: 9	F: -5	G: /	H: 0

35) C=C(C)COc1ccc(-c2[nH]ncc2Oc2cccc(OC)c2)c(O)c1
  A: -5	B: /	C: 0	D: /	E: /	F: 9	G: /	H: 1

36) Cc1cc(C(=O)Nc2cccc3c2O[C@H](CN(C)S(C)(=O)=O)[C@@H](C)CN([C@H](C)CO)C3=O)n(C)n1
  A: 2	B: 4	C: 4	D: 11	E: 0	F: -8	G: /	H: -1

37) N#Cc1ccc(COC(=O)CC(NC(N)=O)c2ccc(Cl)cc2)cc1 (stereo not given)
  A: 4	B: -8	C: -2	D: 5	E: 0	F: -7	G: /	H: -5

38) C#CCn1cc(CNC[C@H]2O[C@@H](n3cnc4c(=O)[nH]c(N)nc43)[C@H](O)[C@@H]2O)c2ccccc21
  A: -4	B: 0	C: -3	D: -7	E: 4	F: /	G: /	H: -1

39) COCCNC(=O)/C(C#N)=C/c1c(N2CCN(C)CC2)nc2c(C)cccn2c1=O
  A: -6	B: -4	C: 0	D: -26	E: -2	F: -5	G: /	H: -11

40) C#Cc1ccc([C@H]2C=C(C(=O)O)O[C@@H](OCC)[C@@H]2CCCO)cc1
  A: -8	B: 1	C: -10	D: -67	E: 4	F: -5	G: /	H: /

41) O=S(=O)(/N=C(/Nc1cccc2ccccc12)c1ccc(F)cc1)c1ccccc1
  A: -5	B: -2	C: 9	D: 1	E: 2	F: 8	G: /	H: -3

42) CN1CCc2c(sc(NC(=O)c3ccc4ccccc4c3)c2C(N)=O)C1
  A: -3	B: /	C: ?	D: /	E: /	F: -15	G: /	H: -15

43) O=C1CN(S(=O)(=O)Cc2ccccc2)C[C@H]2[C@H](c3ccc(C#Cc4cccc(F)c4)cc3)[C@H](CO)N12
  A: /	B: -1	C: /	D: -20	E: 1	F: /	G: -0.6	H: /

44) O=C(NCC[C@H]1CC[C@@H](NC(=O)C2CCCC2)[C@@H](CO)O1)c1cnccn1
  A: 4	B: -1	C: 3	D: -3	E: -1	F: 4	G: -0.1	H: 0

45) O=c1c2cc(C(F)(F)F)ccc2sn1-c1ccccc1
  A: 0	B: 3	C: 6	D: -13	E: 2	F: /	G: 0.7	H: 22

46) CN(Cc1ccccc1)C(=O)COc1ccc(N(C)S(=O)(=O)c2ccc(F)cc2)cc1
  A: /	B: 0	C: /	D: -7	E: 7	F: 4	G: 0.5	H: /

A draw from above in order of molecular weight, smallest number first:
Field names – A = PglD DTNB; B = CASP6 VEID inh; C = RAD54 branch; D = RAD52 anneal inh; E = ERp5 block; F = ARNT-TACC3 inh; G = E-sel inducer; H = esBAF inh
31) Cc1ccc(CSc2nnc(-c3ccco3)n2N)cc1
  A: -1	B: /	C: 7	D: /	E: /	F: -8	G: /	H: -3

45) O=c1c2cc(C(F)(F)F)ccc2sn1-c1ccccc1
  A: 0	B: 3	C: 6	D: -13	E: 2	F: /	G: 0.7	H: 22

40) C#Cc1ccc([C@H]2C=C(C(=O)O)O[C@@H](OCC)[C@@H]2CCCO)cc1
  A: -8	B: 1	C: -10	D: -67	E: 4	F: -5	G: /	H: /

34) CCN(CC(=O)Nc1ccccc1C(F)(F)F)C(=O)Cc1ccccc1
  A: -5	B: -1	C: 3	D: -5	E: 9	F: -5	G: /	H: 0

42) CN1CCc2c(sc(NC(=O)c3ccc4ccccc4c3)c2C(N)=O)C1
  A: -3	B: /	C: ?	D: /	E: /	F: -15	G: /	H: -15

33) CC(C)(C)n1nc2c(c1NC(=O)c1ccc(F)c(F)c1)CS(=O)(=O)C2
  A: 0	B: -2	C: 1	D: -19	E: 0	F: 5	G: 0.1	H: -6

44) O=C(NCC[C@H]1CC[C@@H](NC(=O)C2CCCC2)[C@@H](CO)O1)c1cnccn1
  A: 4	B: -1	C: 3	D: -3	E: -1	F: 4	G: -0.1	H: 0

39) COCCNC(=O)/C(C#N)=C/c1c(N2CCN(C)CC2)nc2c(C)cccn2c1=O
  A: -6	B: -4	C: 0	D: -26	E: -2	F: -5	G: /	H: -11

46) CN(Cc1ccccc1)C(=O)COc1ccc(N(C)S(=O)(=O)c2ccc(F)cc2)cc1
  A: /	B: 0	C: /	D: -7	E: 7	F: 4	G: 0.5	H: /

38) C#CCn1cc(CNC[C@H]2O[C@@H](n3cnc4c(=O)[nH]c(N)nc43)[C@H](O)[C@@H]2O)c2ccccc21
  A: -4	B: 0	C: -3	D: -7	E: 4	F: /	G: /	H: -1

Source: PubChem (Broad Institute)
